Source: PubChem BioAssay
LMP1 NFkB inh: EBV LMP1-driven NF-kappaB luciferase reporter inhibitors, primary screen, cell-based, luminescence, single point; LMP1-induced NF-kappaB luciferase reporter cells; inhibition, % at 12.5 µM; hit rate 0.69% among 350,000; in the data active = inhibition above about 41%;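 also: 0% = neutral control wells and 100% = reference inhibitor control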
CF NFkB block: inhibitors of PAF-induced NF-kB signaling, primary screen, cell-based, GFP fluorescence, uHTS | KKLEB NF-kB-GFP reporter, GFP fluorescence overnight | inhibition, % at 5 µM | hit rate 0.86% among 360,000 | AID 588850, 2011;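 active = at least 50% inhibition at 5 µM, scaled per plate between neutral and stimulator controls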;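 also: PAF is a Pseudomonas aeruginosa culture filtrate used as stimulus; plate controls were PAF-stimulated DMSO wells for no effect and unstimulated DMSO wells for full effect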
TRAIL sens C8: viability loss with TRAIL in NB7+C8 cells, primary screen, TRAIL sensitizer project, cell-based, ATPlite luminescence. inhibition (viability loss, TRAIL sensitization), % at 10 µM. hit rate 1% among 360,000. AID 624354, 2012;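 active = compounds causing at least 50% loss of cell viability in the single-dose screen, relative to plate controls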
KKLEB tox: cytotoxicity in KKLEB CF airway cells, primary screen, cytotoxicity control for CF NF-kB inhibitor project, cell-based, uHTS, fluorescence assay plates; AID 602141, 2011; hit rate 0.36% among 360,000; KKLEB CF airway cells viability, ATPlite luminescence, overnight; hits give low values; cells stimulated with P. aeruginosa culture filtrate; activity change (cytotoxicity), % at 5 µM;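 active = corrected activity change at or below -50% at 5 µM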
TROY signal inh: inhibitors of TROY-driven NF-kB signaling, primary screen, Q293 LMP1-TROYcd cells, NF-kB luciferase, uHTS; inhibition, % at 10 µM; Q293 LMP1-TROYcd NF-kB luciferase reporter, 4 h; hit rate 0.98% among 360,000;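 active = compounds whose plate-normalised and pattern-corrected inhibition of the luciferase reporter signal at the single screening dose is 50% or more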
Shn3 inh set2: reduction of Shn3 3'UTR firefly luciferase signal, primary screen, Schnurri-3 inhibitor project, cell-based, Clone20 osteoblasts, set 2. hit rate 0.52% among 360,000. AID 588674, 2011. inhibition, % at 12.5 µM. Clone20 osteoblast Shn3 3'UTR firefly luciferase, 24 h;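 active = mean inhibition of at least 75% with every replicate also reaching 75%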;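 also: 0% = median of neutral control wells and 100% = pilot-screen positive control compound; some compounds past the cut are filed as inactive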
TWEAK Fn14 block: inhibitors of TWEAK-Fn14 signaling, primary screen, luciferase reporter cells, uHTS. TWEAK-stimulated Fn14 reporter cells, luciferase luminescence, 8 h. inhibition, % at 10 µM. hit rate 2% among 360,000. AID 1159606, 2016; in the data active = inhibition above about 50%
SRC3 inh: SRC3 coactivator transcriptional activity inhibitors, primary screen, cell-based, luminescence; Nuclear receptor coactivator 3 (Homo sapiens), Q9Y6Q9; HEK293 GAL4-SRC3 luciferase reporter; inhibition, % at 3.6 µM; hit rate 0.17% among 360,000;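 active = inhibition above a per-campaign cutoff, the mean of all compounds plus 3 SD, cut at about 60% in these data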;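 also: 0% = DMSO-treated cells and 100% = gossypol-treated cells at 36 µM; higher means less SRC3-driven luciferase light from the GAL4 reporter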
NR5A2 inv ag: LRH-1 (NR5A2) inverse agonists, primary screen, cell-based, luminescence, HEK293T, StAR-luciferase reporter; Nuclear receptor subfamily 5 group A member 2 (Homo sapiens), O00482; LRH-1 transfected, 24 h; inhibition, % at 3.6 µM; hit rate 0.13% among 360,000; AID 602396, 2012;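 active = inhibition above the mean inhibition of all tested compounds plus 3 SD, cut at about 73% in these data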;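 also: 0% = DMSO wells and 100% = reporter-only cells lacking LRH-1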
Target sequence (O00482 whole entry, looked up): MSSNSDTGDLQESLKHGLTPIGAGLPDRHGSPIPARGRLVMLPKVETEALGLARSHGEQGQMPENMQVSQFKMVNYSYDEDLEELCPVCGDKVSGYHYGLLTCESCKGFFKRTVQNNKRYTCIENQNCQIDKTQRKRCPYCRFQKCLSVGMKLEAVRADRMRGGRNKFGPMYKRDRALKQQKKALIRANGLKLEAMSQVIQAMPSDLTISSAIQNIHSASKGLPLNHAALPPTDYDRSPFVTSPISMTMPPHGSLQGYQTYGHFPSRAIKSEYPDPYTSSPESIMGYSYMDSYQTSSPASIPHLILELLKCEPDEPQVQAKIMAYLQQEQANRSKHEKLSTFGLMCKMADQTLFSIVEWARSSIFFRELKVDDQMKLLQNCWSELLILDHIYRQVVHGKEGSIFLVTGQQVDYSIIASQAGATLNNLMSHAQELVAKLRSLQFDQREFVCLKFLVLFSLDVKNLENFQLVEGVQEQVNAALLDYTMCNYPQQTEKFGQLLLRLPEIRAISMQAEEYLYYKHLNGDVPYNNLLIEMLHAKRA
SRC1 inh: SRC1 coactivator transcriptional activity inhibitors, primary screen, cell-based, luminescence | hit rate 0.12% among 360,000 | Nuclear receptor coactivator 1 (Homo sapiens), Q15788 | AID 588354, 2011 | inhibition, % at 3.6 µM | HEK293 GAL4-SRC1 luciferase reporter;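 active = inhibition above the campaign mean plus 3 SD, with each screening campaign given its own cutoff, cut at about 60% in these data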;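 also: 0% = DMSO treated cells and 100% = gossypol at 36 µM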
COUP-TFII inh: NR2F2 transcriptional activity inhibitors, primary screen, cell-based, luciferase reporter, HEK293T, luminescence; inhibition, % at 8.6 µM; HEK293T NGFI-A luciferase reporter; COUP transcription factor 2 (Homo sapiens), P24468; hit rate 0.7% among 370,000;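 active = inhibition above a per-plate cutoff, mean inhibition of test wells between control levels plus 3 SD, cut at about 38% in these data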;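 also: cells cotransfected with COUP-TFII expression vector driving the NGFI-A reporter; 0% = median of COUP-TF2 test wells and 100% = reporter-only cells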
Target sequence (P24468 whole entry, looked up): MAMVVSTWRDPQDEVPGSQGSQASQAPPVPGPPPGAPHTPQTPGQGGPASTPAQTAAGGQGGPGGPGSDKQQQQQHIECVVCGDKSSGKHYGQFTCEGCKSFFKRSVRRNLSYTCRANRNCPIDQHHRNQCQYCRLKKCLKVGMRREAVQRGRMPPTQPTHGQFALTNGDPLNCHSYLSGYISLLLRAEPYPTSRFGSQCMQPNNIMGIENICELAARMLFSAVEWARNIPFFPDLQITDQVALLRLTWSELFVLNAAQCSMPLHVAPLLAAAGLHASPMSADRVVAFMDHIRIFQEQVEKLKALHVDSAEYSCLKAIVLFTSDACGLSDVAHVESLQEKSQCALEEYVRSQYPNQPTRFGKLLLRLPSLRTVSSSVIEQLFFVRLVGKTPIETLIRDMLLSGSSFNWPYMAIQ
An asterisk follows results filed as active; nt = not tested or not shown. This is a subset; the hit share may differ from the screen's.

SMILES	LMP1 NFkB inh	CF NFkB block	TRAIL sens C8	KKLEB tox	TROY signal inh	Shn3 inh set2	TWEAK Fn14 block	SRC3 inh	NR5A2 inv ag	SRC1 inh	COUP-TFII inh
CC(CC(=O)N1CCN(c2ccccc2F)CC1)c1ccccc1 (stereo not drawn)	10	2	0	-2	-11	-4	9	14	-11	-21	12
CCn1c(SCC(=O)NCc2ccco2)nc2c1c(=O)n(C)c(=O)n2C	-2	-1	-14	6	-7	-5	10	-1	3	5	4
CCOC(=O)c1sc(-c2cccs2)nc1C	-4	4	6	-12	-42	-67	-12	-5	-5	-20	-13
COc1ccc(NC(=O)CN(C)C(=O)c2ccc(COc3ccccc3)o2)cc1	-2	26	-11	1	-16	-10	-8	-6	14	19	-14
Cc1ccccc1-c1nnc(CN2CCC(C)CC2)o1	-9	-4	-22	7	-28	-54	-26	-30	-51	-44	3
CC(C)(C)c1ccc(C(=O)NN2CCOCC2)cc1	2	4	5	12	-1	-6	9	6	-10	-12	0
Cc1ccc(N2C(=O)c3ccccc3C2Nc2ccccc2F)nc1 (stereo not drawn)	6	5	12	0	-14	1	6	-18	-70	-9	-11
CN(C)c1ccc(/C=C2\Oc3ccc(C#Cc4cccc(N)c4)cc3C2=O)cc1	-30	-36	15	5	-63	-58	-76	-65	20	-63	nt
COc1ccc(C(=O)N2N=C(c3cccc(NS(C)(=O)=O)c3)CC2c2cccs2)cc1 (stereo not drawn)	-5	14	-10	-5	-14	3	0	-1	-1	-8	-2
N#CC(=C1SC=CS1)c1nc(-c2ccccc2)cs1	-74	-27	9	10	-8	-38	-12	-77	-67	-92	-41
COc1cc(CNC(=O)C2CC2)ccc1OCc1ccccc1	-12	0	7	-4	-13	-66	-1	-39	-54	-46	-29
C=C1CCN([C@H](C(=O)OCc2ccc(C)cc2)C(C)C)S(=O)(=O)c2ccccc21	11	5	15	-1	3	-7	1	-1	-21	-16	12
CC(C)(C)OC(=O)C[C@@H]1C/C=C\C[C@H](CC(=O)N(CCO)Cc2ccccc2)C(=O)NC[C@@H](c2ccccc2)OC1=O	-1	4	6	1	-5	5	14	3	3	6	16
Cc1ccc2c(c1)C1CN(C)CCC1N2C(=O)c1ccc(Cl)c(S(=O)(=O)N2CCOCC2)c1 (stereo not drawn)	-15	-25	-2	-15	2	-1	-1	2	9	1	1
CC(C)(C)C(=O)/C=c1\s/c(=C\c2ccc(-c3ccc([N+](=O)[O-])cc3)o2)c(=O)n1CC(=O)NC(N)=O	5	-425	-3	-20	3	-2	9	1	5	-9	-28
CCn1c(SCC(=O)c2c[nH]c3ccccc23)nnc1-c1cccs1	-23	-5	3	-2	9	1	14	2	8	-10	26
NC(c1ccccc1)c1csc(Nc2ccc(C(=O)c3ccccc3)cc2)n1 (stereo not drawn)	nt	24	14	-14	1	20	-10	-19	-18	-36	0
COc1ccccc1C(=O)Nc1cc(Cl)ccc1O	-12	-10	-12	-8	nt	-15	-10	-3	4	-4	-1
Cc1ccc(C(=O)N/C(=C/c2ccco2)C(=O)NCCc2c[nH]c3ccccc23)cc1	5	4	-9	-9	2	3	4	6	13	14	9
COc1cc2cc(CN(Cc3nnnn3Cc3ccccc3)CC3CCCO3)c(=O)[nH]c2cc1OC (stereo not drawn)	2	3	5	-4	1	6	14	3	1	-7	-12
CCCC1(C)C(C#N)C(=O)NC(=O)C1C#N (stereo not drawn)	0	12	-6	-10	9	-1	-13	7	-8	2	2
CC(=O)c1c(C(C)=O)c(C)n(NC(=O)c2ccc(Cl)cc2)c1C	-8	11	-7	-2	-8	1	5	9	-19	-3	11
CCSc1ncc(C#N)c(=O)[nH]1	1	-8	-2	7	10	nt	23	-7	3	-10	-1
Cc1cccn2c(=O)c3cc(C(=O)NCC4CCCO4)c(=N)n(CCN4CCOCC4)c3nc12 (stereo not drawn)	-9	3	1	2	-14	-2	1	18	1	-6	1
Cc1ccc(CC(=O)Nc2nc3ccccc3s2)cc1	-1	-16	-2	8	-58	-24	-26	-33	-20	-27	-22

A portion from further up, for reference:
SMILES	LMP1 NFkB inh	CF NFkB block	TRAIL sens C8	KKLEB tox	TROY signal inh	Shn3 inh set2	TWEAK Fn14 block	SRC3 inh	NR5A2 inv ag	SRC1 inh	COUP-TFII inh
COc1ccc(C(=O)N2N=C(c3cccc(NS(C)(=O)=O)c3)CC2c2cccs2)cc1 (stereo not drawn)	-5	14	-10	-5	-14	3	0	-1	-1	-8	-2
N#CC(=C1SC=CS1)c1nc(-c2ccccc2)cs1	-74	-27	9	10	-8	-38	-12	-77	-67	-92	-41
COc1cc(CNC(=O)C2CC2)ccc1OCc1ccccc1	-12	0	7	-4	-13	-66	-1	-39	-54	-46	-29
C=C1CCN([C@H](C(=O)OCc2ccc(C)cc2)C(C)C)S(=O)(=O)c2ccccc21	11	5	15	-1	3	-7	1	-1	-21	-16	12
CC(C)(C)OC(=O)C[C@@H]1C/C=C\C[C@H](CC(=O)N(CCO)Cc2ccccc2)C(=O)NC[C@@H](c2ccccc2)OC1=O	-1	4	6	1	-5	5	14	3	3	6	16
Cc1ccc2c(c1)C1CN(C)CCC1N2C(=O)c1ccc(Cl)c(S(=O)(=O)N2CCOCC2)c1 (stereo not drawn)	-15	-25	-2	-15	2	-1	-1	2	9	1	1
CC(C)(C)C(=O)/C=c1\s/c(=C\c2ccc(-c3ccc([N+](=O)[O-])cc3)o2)c(=O)n1CC(=O)NC(N)=O	5	-425	-3	-20	3	-2	9	1	5	-9	-28
CCn1c(SCC(=O)c2c[nH]c3ccccc23)nnc1-c1cccs1	-23	-5	3	-2	9	1	14	2	8	-10	26
NC(c1ccccc1)c1csc(Nc2ccc(C(=O)c3ccccc3)cc2)n1 (stereo not drawn)	nt	24	14	-14	1	20	-10	-19	-18	-36	0
COc1ccccc1C(=O)Nc1cc(Cl)ccc1O	-12	-10	-12	-8	nt	-15	-10	-3	4	-4	-1

(continued)
SMILES	LMP1 NFkB inh	CF NFkB block	TRAIL sens C8	KKLEB tox	TROY signal inh	Shn3 inh set2	TWEAK Fn14 block	SRC3 inh	NR5A2 inv ag	SRC1 inh	COUP-TFII inh
O=c1c(N=Nc2ccccc2)c[nH]n1-c1ccccc1	-18	-12	13	-4	-40	-64	27	-78	-84	-86	-39
CN(C)S(=O)(=O)N1CCC(Oc2cccc(C(=O)N3CCCCCC3)c2)CC1	6	3	3	-6	6	10	-9	16	-2	-3	13
COC(=O)[C@H](Cc1ccccc1)NS(=O)(=O)c1ccc(F)cc1Br	-2	-4	8	8	-11	-35	1	18	-8	15	6
CC(=O)c1ccc(OCc2c(-c3ccccc3)nnn2CC(=O)NS(=O)(=O)c2ccccc2C)cc1	nt	-11	0	1	-2	-29	0	-13	-14	-4	-8
CCCCC(=O)Nc1nnc(SCC(=O)NC2CCCC2)s1	0	-7	13	-4	10	-2	-8	4	10	8	6
CCc1noc(C)c1C(=O)OCC(=O)c1ccccc1OC	-9	4	-4	-10	-2	-5	-32	3	11	-14	13
CCOC(=O)CSC1=C(C#N)C(c2ccc(Cl)cc2)CC(=O)N1 (stereo not drawn)	-3	2	-13	-4	-31	16	11	-9	0	0	1
COc1cc(/C=N/NC(=O)C(=O)NCc2cccnc2)ccc1O	4	2	-9	7	-2	-8	1	15	6	-3	4
Cc1cccc(Cn2c(NCCO)nc3c2c(=O)n(C)c(=O)n3C)c1	12	9	16	-8	-7	81	22	23	41	14	52*
Cc1cc(C)c(S(=O)(=O)N2CCN(C(=O)N3CCOCC3)CC2)c(C)c1	5	-3	-8	-12	13	0	1	2	1	-5	-4
CN(C)CCCNC(=O)C[C@H]1C[C@H](C(=O)N2CCCCC2)[C@@]2(C)c3[nH]c4ccc(Cl)cc4c3CCN2C1=O	1	5	4	-14	-11	-10	1	-2	3	0	5
CSc1nc2ccccc2n1C(=O)Oc1ccccc1	-22	-1	0	5	2	1	-9	4	14	-9	-1
CC(C)CCNC(=O)CSc1nc2ccsc2c(=O)n1NC(=O)c1ccccc1	-1	6	-6	5	-15	-21	14	-3	-9	-17	-6
C#CC1(O)CCCC2C3CCC4CC(OC(C)=O)CCC4(C)C3C(=O)CC21C (stereo not drawn)	4	11	-2	-19	14	-28	6	3	0	4	9
CC(=O)Nc1ccc(NC(=O)C(=O)NCC(c2ccco2)N2CCc3ccccc3C2)cc1 (stereo not drawn)	2	-14	-13	14	2	66	4	-5	-4	-6	1
Cc1cc(N2CCOCC2)n2cc(-c3ccc(F)cc3)nc2n1	-1	-13	-5	-7	3	-19	-36	17	5	5	1
CS(=O)(=O)c1ccc2nc(NC(=O)CCN3C(=O)c4ccccc4C3=O)sc2c1	-4	5	-6	1	6	19	15	-3	-5	-11	21
O=C(NNC(=O)C1CC2CCC1C2)c1ccccc1 (stereo not drawn)	-1	-6	3	5	-14	9	-5	2	4	-17	16
Cc1cccc(C(=O)Nc2cc(S(=O)(=O)N3CCOCC3)ccc2N2CCCCC2)c1	-16	15	-16	-2	-9	21	-4	0	0	-14	13
CS(=O)(=O)NNC(=O)c1cc2cc3ccccc3nc2s1	0	8	0	-5	-2	7	-2	0	0	-6	-10
CC(=O)c1ccc(NC(=O)c2ccccc2Sc2ncnc3sc(C)c(C)c23)cc1	-4	-34	0	19	-50	6	-1	5	2	-17	5
CCc1nc2ccc(C(=O)N3CCN(S(=O)(=O)CC)CC3)cn2c1N(CCC(C)C)CCN(C)C	nt	-3	-16	-4	1	1	-21	-1	13	0	-6
C[C@@H]1CCCCO[C@H](CN(C)Cc2ccc(Cl)c(Cl)c2)[C@@H](C)CN([C@H](C)CO)C(=O)c2cc(N(C)C)ccc2O1	2	9	-8	-2	-5	16	16	-9	5	-14	0
